Screening results deposited in PubChem by Icahn School of Medicine at Mount Sinai.
RBX1-CUL1 inh – inhibitors of human ROC1-CUL1 ubiquitin ligase activity; P62877+Q13616; in vitro K48 di-Ub FRET, acceptor:donor ratio, 45 min; inhibition, % at 10 µM; hit rate 0.6% among 140,000; in the data active = inhibition above about 25%
Target sequence (P62877 whole entry, looked up): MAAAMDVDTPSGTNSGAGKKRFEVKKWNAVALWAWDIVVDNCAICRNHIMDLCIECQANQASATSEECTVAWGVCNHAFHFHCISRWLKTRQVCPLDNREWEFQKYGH
Target sequence (Q13616 whole entry, looked up): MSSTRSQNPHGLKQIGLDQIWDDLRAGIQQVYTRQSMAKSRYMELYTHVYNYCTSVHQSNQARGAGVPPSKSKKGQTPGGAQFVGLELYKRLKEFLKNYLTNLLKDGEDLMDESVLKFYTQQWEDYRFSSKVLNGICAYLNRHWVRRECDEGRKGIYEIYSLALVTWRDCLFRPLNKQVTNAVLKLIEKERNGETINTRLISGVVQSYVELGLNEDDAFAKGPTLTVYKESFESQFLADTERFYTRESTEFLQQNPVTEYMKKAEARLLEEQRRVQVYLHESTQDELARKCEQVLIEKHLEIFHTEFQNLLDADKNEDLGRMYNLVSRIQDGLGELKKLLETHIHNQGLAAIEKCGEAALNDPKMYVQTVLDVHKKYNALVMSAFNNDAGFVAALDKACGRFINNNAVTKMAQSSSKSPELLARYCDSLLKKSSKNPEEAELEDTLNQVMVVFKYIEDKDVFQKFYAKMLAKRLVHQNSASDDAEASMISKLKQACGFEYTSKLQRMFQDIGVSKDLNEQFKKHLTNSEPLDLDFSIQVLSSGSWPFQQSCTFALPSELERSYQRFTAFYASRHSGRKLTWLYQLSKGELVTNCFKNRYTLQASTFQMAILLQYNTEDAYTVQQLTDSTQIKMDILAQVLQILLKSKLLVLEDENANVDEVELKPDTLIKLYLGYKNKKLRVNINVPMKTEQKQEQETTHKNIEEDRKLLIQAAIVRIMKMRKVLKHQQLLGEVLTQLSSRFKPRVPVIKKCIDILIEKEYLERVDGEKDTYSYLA
An asterisk follows results filed as active. Some of the compounds tested (hit frequency here may not be typical).

RBX1-CUL1 inh,compound
-8,Cc1cn2c(nc3c2c(=O)n(Cc2ccc(F)cc2)c(=O)n3C)[nH]1
10,O=C(NCCCN1CCN(c2ccccc2F)CC1)c1cc2c(s1)-c1ccccc1OC2
-2,Oc1ccc2c(c1)c(-c1ccccc1)nn2-c1ccccc1
9,CCCCCCCCCCS(=O)(=O)c1n[nH]c(CCC)n1
1,CCN1CCN(CC(=O)N2CCC(CO)(Cc3ccccc3)CC2)CC1
1,CCOc1cc(CC2=NC(=O)N(Cc3ccccc3F)C2=O)cc(Cl)c1OC(C)C
2,COc1ccc(N2CCN(C(=O)Nc3ccc(Cl)cc3)CC2)cc1
-12,CCOC(=O)C1CCCCN1C(=O)CSc1ccc2nnc(-c3cccnc3)n2n1 (stereo not given)
-1,O=C(Cc1ccccc1)Nc1ccccc1C(=O)OCC(=O)c1cccc([N+](=O)[O-])c1
3,Cc1cccc(NC(c2cccc([N+](=O)[O-])c2)c2ccc3ccc(C)nc3c2O)n1 (stereo not given)
26*,CN(C)c1ccc(/C=C2/OC(=S)NC2=S)cc1
-5,CCc1ccc(NC(=O)[C@H](Cc2ccccc2)N2Cc3ccccc3C2=O)cc1
9,Cc1c(C)n2c3c(=O)n(Cc4ccccc4)c(=O)n(C)c3nc2n1CCN(C)C
-8,COC(=O)c1ccccc1NC(=O)CSc1nc2nc(C)cc(C)n2n1
6,COc1ccc(C(=O)c2cnc3ccccc3c2-c2ccccc2)cc1
-1,CC(C)c1ccc(C2c3ccc(Nc4ccccc4)cc3OC(=N)C2C#N)cc1 (stereo not given)
9,Cc1nn(C)c2c1c(C(F)(F)F)cc(=O)n2C(C)C(=O)NCCc1ccc(Cl)cc1 (stereo not given)
-7,CCc1ccc(CNC(=O)CSCc2cnn(-c3ccccc3)c2-n2cccc2)cc1
-11,FC(F)(F)COc1nc(Nc2ccc(OC(F)(F)Cl)cc2)nc(N2CCCCC2)n1
-3,Cc1[nH]ncc1-n1nnc2ccccc21
1,COc1ccccc1CCC(=O)Nc1cnn(CC(=O)NCc2cc(F)cc(C(F)(F)F)c2)c1
1,CCc1ccccc1NC(=O)CN(Cc1ccccc1)S(=O)(=O)c1cc(Cl)ccc1Cl
11,CCCCN(C)C(=O)c1nc2ccccn2c1CN1CCC[C@H]1C(=O)OC
1,Cc1ccc2oc(C(=O)NC3CCS(=O)(=O)C3)c(C)c2c1 (stereo not given)
8,COc1cc(OC)c(NC(=O)C(CC(C)C)N2Cc3ccccc3C2=O)cc1Cl (stereo not given)
8,CCOC(=O)c1sc(NC(C)=O)c(C(=O)OCC)c1C
3,CSc1ccc(OC2=N/C(=C\c3ccccc3)C(=O)N2c2ccccc2)cc1
11,COc1cc(/C=C2\C(=N)N3N=C(c4ccco4)SC3=NC2=O)ccc1OC(=O)c1cccc(C)c1
-3,O=C(CC1CCCCC1)NCCC1=CCCCC1
4,CC1(C)Cc2c(sc3[nH]c(=O)n4nnnc4c23)CO1

Gathered by group, the entries above with a nitro group on carbon.
RBX1-CUL1 inh,compound
-1,O=C(Cc1ccccc1)Nc1ccccc1C(=O)OCC(=O)c1cccc([N+](=O)[O-])c1
3,Cc1cccc(NC(c2cccc([N+](=O)[O-])c2)c2ccc3ccc(C)nc3c2O)n1 (stereo not given)

The list continues.
RBX1-CUL1 inh,compound
-4,CC(=O)N1CCc2c(sc3c2c(=O)n(-c2ccccc2)c(=O)n3Cc2cccc(C(F)(F)F)c2)C1
-13,COc1cc2nc(-c3ccccc3OC)n(-c3cc(C(C)(C)C)c(O)c(C(C)(C)C)c3)c2cc1OC
-4,Cc1nc(Cl)c2c(n1)N(CC(N)=O)C(=O)CO2
11,O=C(O)/C=C/C(=O)N1CCCc2ccccc21
7,CCOC(=O)c1cc2cc(C)c3occc(=O)c3c2[nH]1
-2,COc1cc(C2NC(=S)N=C(C)C2C(=O)Nc2ccc(Cl)cc2)cc(OC)c1OC (stereo not given)
-9,c1ccc(-c2ncnc3cc4n(c23)CCC4)cc1
9,CCc1c(C)sc(NC(=O)C2c3ccccc3Oc3ccccc32)c1C#N
1,COc1cc(OC)cc(C(=O)NCCc2csc3nc(-c4ccccc4F)nn23)c1
0,O=C(Nc1ccc2c(c1)CN(C(=O)/C=C/c1cccs1)CC2)c1ccncc1
-2,Cc1cn2c3c(=O)n(CCC(C)C)c(=O)n(C)c3nc2n1C
3,O=C(c1ccccn1)N1CCc2onc(-c3ccc(Cl)cc3)c2C1
-17,Cn1c(=O)c2c(nc(N3CCN(C(=O)C4CC4)CC3)n2Cc2ccccc2)n(C)c1=O
-2,c1ccc(-c2nnc(CN3CCN(c4ccccc4)CC3)o2)cc1
-1,Clc1ccc(/C=N\N=C(/Cc2nc3ccccc3[nH]2)c2ccccc2)cc1
-5,Cn1c(SCC(=O)Nc2ccccc2)nnc1-c1cccc(NC(=O)c2cccc3ccccc23)c1
2,CCN1CC=C2C(C#N)C(=N)C(C#N)(C#N)C(c3ccncc3)C2C1 (stereo not given)
-4,O=C(O)C(=O)Nc1c(Cl)nc(-c2ccccc2)nc1Cl
3,CC1=C(C(=O)NCc2cccnc2Oc2ccccc2C)OCCO1
-4,Cc1ccc(Cn2cc(S(=O)(=O)c3cccc(Cl)c3)c(=O)c3cc(F)c(N4CCCCC4)cc32)cc1
10,CCOC(=O)c1nc(Nc2ccc(C(=O)OC(C)C)cc2)c2ccccc2n1
2,O=C(CCS(=O)(=O)c1ccccc1)N(Cc1cccnc1)c1nc2c(F)cccc2s1
-1,NC(=NNC(=S)NC(=O)c1ccccc1)N/N=C\c1ccccc1
-1,COc1ccc(Nc2nc(-c3sc(C)nc3C)cs2)cc1
1,CCN1C(=O)/C(=C/c2ccc(Cl)c(Cl)c2)N=C1SCC(=O)NCc1ccco1
0,Cc1cc(/C=C\c2ccc(Cl)cc2)cs1
0,COCCn1c(C)cn2c3c(=O)n(Cc4cccc(C)c4)c(=O)n(C)c3nc12
-6,CCC(=O)NC1OC(CO)C(O)C(O)C1O (stereo not given)
-6,COc1cccc(-c2ccc3c(N)c(C(=O)Nc4cc(OC)ccc4Cl)sc3n2)c1
0,O=C(Nc1ccccc1)c1cccc(N2CCCS2(=O)=O)c1
2,CCOc1ccc(C(=O)Nc2ccc(-c3nc4cc(C(C)C)ccc4o3)cc2)cc1Cl
8,O=C(CSc1nnc(CNc2ccccc2)n1-c1ccccc1)N/N=C/c1ccccc1Cl
3,O=C(NC(NCC12CC3CC(CC(C3)C1)C2)(C(F)(F)F)C(F)(F)F)c1cccc(Cl)c1
-8,CCn1c(CN2CCC(C)CC2)nc2cc(NC(=O)c3ccccc3[N+](=O)[O-])ccc21
-10,Cc1cc(OCC(=O)Nc2ccc(C(=O)OC3CCCCC3)cc2)ccc1Cl
-8,CCCCCCSc1nc2sc3c(c2c(=O)n1-c1ccccc1)CCC3
-5,O=C(NC1CCCN(CC2CCCCC2)C1)c1cc(C2CC2)on1 (stereo not given)
-1,COc1ccccc1NC(=O)c1sc2nc(N3CCOCC3)c3c(c2c1N)CC(C)(C)OC3
-7,Cc1nn(Cc2ccc(C(=O)O)cc2)c(C)c1[N+](=O)[O-]
7,O=C(COc1ccccc1Cl)NC(=S)Nc1ccc(CN2CCOCC2)cc1
13,O=C(CC1(O)C(=O)Nc2c(Cl)ccc(Cl)c21)c1ccc(Cl)cc1Cl (stereo not given)
6,CCOC(=O)N1CCN(CC(O)COCc2ccc(OC)c(OC)c2)CC1 (stereo not given)
5,CCc1nc(C)ccc1OCC(=O)NCCCN(C)C
-7,COc1ccc(OC)c(NC(=O)Cn2c(CCC(=O)O)ccc2-c2ccccc2)c1
-1,O=C(Nc1ccc2nn(-c3cccc(Cl)c3)nc2c1)c1cccc2ccccc12
-7,CC(NC(=O)C1CCN(S(=O)(=O)c2ccc3c(c2)oc(=O)n3C)CC1)c1ccccc1 (stereo not given)
-2,CN1CCN(C(=O)/C=C2/c3ccccc3CSc3ccccc32)CC1
-3,Cc1cc(C)cc(NS(=O)(=O)c2ccc(N)cc2)c1
-4,COCCNC(=O)c1cnn2c(C(F)(F)F)cc(-c3ccc4c(c3)OCO4)nc12
5,CCOc1ccccc1NC(=O)c1ccc([N+](=O)[O-])cc1Cl
-5,COc1ccc(CCN2C(=S)N(c3ccc(C)cc3)C(=O)C2CC(=O)Nc2cccc(Cl)c2C)cc1OC (stereo not given)
3,CC1CCN(CCOCCOc2ccc(Br)cc2)CC1
0,Cc1ccccc1NCN1C(=O)C2C3c4ccccc4C(c4ccccc43)C2C1=O (stereo not given)
18,CCCCC(=O)NC(Nc1sc(C)c(CC)c1C(=O)OC)(C(=O)OCC)C(F)(F)F (stereo not given)
3,COc1ccc2c(c1)OC(C)CN(Cc1cc3c(cc1Cl)OCO3)C2 (stereo not given)
-6,CCc1ccc(Nc2nc(N)nc(CSc3nc4ccccc4s3)n2)cc1
10,OCCNc1nnc(NCCO)nn1
-6,Oc1ccc(Br)cc1C=Nc1nc(-c2ccccc2)cn1/N=C/c1ccccc1
0,CCOC(=O)c1cccc(NC(=O)c2cc3cc4ccc(C)cc4nc3o2)c1
-8,CCOc1ccccc1NC(=O)c1ccc(COc2ccccc2OC)cc1

(next part)
RBX1-CUL1 inh,compound
6,C=CCn1c(C)c(CC2=NC(=S)N(c3ccc(OC)cc3)C2=O)c2ccccc21
-1,Cc1ccc(Cl)cc1NC(=O)CCn1c(=O)c2cccn2c2cccnc21
4,COc1ccc(OC)c(CCNC(=O)c2c3c(nc4ccccc24)C(=O)N(C2CCCCC2)C3)c1
10,Cc1ccc(N2CC(C(=O)Nc3ccccc3C(=O)NC3CCCCC3)CC2=O)cc1 (stereo not given)
1,CCOC(=O)c1c(C)nc2c(c1C)C(=O)c1ccccc1-2
-8,Cc1ccc(CNC(=O)C(=O)NCC(c2ccco2)S(=O)(=O)c2ccc(C)cc2)cc1 (stereo not given)
-10,CN(C)C(=O)CCC1C(=O)OC(C)(O)C1(C)C (stereo not given)
-2,COCCN(CC1CCN(Cc2ccccc2OC)CC1)C(=O)c1ccncc1
8,COc1ccc(/C=C(/C#N)c2nc(-c3ccc(Cl)cc3Cl)cs2)c(OC)c1
10,O=C1Nc2c(-c3ccccc3)cnn2CC1CC(=O)N1CCN(c2ccccc2)CC1 (stereo not given)
7,NC(=S)Cc1nc(-c2ccccc2)cs1
7,CC1Cc2cc(C(=O)O)ccc2N1S(=O)(=O)c1ccccc1 (stereo not given)
-13,O=C1c2ccc(Cl)cc2C(=O)N1c1cc(Cl)ccc1C(F)(F)F
-7,CC(C)(C)NC(=S)NCc1ccco1
9,O=C(C#Cc1ccccc1)OCc1c(Cl)ccnc1Cl
-2,Cc1nc(SCC(=O)Nc2ccc(Br)cc2)[nH]c(=O)c1Cc1ccccc1
-9,C=CCn1c(SCc2cc(C(C)=O)ccc2OC)nnc1-c1cc2ccccc2o1
-15,CCOC(=O)C12CN(Cc3ccccc3)CC(C(=O)OCC)(C1=O)C(c1ccccn1)NC2c1ccccn1 (stereo not given)
-1,CCCCc1ccc(NC(=O)Cn2cnc3c2c(=O)n(C)c(=O)n3C)cc1
4,COC(=O)c1c(N)sc2c1CCc1ccccc1-2
0,Cc1c(CN2CC[C@@H](N3CCC(O)CC3)[C@H](O)C2)[nH]c2ccc(F)cc12
0,COc1cccc(NC(=O)CSc2nc3c([nH]c4ccccc43)c(=O)n2-c2ccccc2)c1
0,COC(=O)COc1ccc(S(=O)(=O)Nc2cccc(Br)c2)cc1
0,CCOC(=O)c1cccc(-n2c(C)cc(/C=N/O)c2C)c1
-8,CCOc1ccc(CC(=O)NCCc2c(C)[nH]c3ccc(OC(F)(F)F)cc23)cc1OCC
7,CCOc1ccc(NC(=O)CN(C2CCCCC2)S(=O)(=O)c2ccccc2)cc1
9,CCc1n[nH]c2c1CN(C(=O)c1nc(-c3ccccc3)cs1)CC2
-13,O=C(NC1CCCC1)c1cc(Nc2cccc(C(F)(F)F)c2)nc2ccccc12
4,Cc1cc(C)n2nc(SCC(=O)N/N=C/c3ccc(N(C)C)cc3)nc2n1
7,COc1cc(N)c(-c2ccc3cc(OC)c(OC)cc3n2)cc1OC

Arranged by number of heavy atoms (lowest first): some entries from above.
RBX1-CUL1 inh,compound
-7,CC(C)(C)NC(=S)NCc1ccco1
7,NC(=S)Cc1nc(-c2ccccc2)cs1
4,COC(=O)c1c(N)sc2c1CCc1ccccc1-2
9,O=C(C#Cc1ccccc1)OCc1c(Cl)ccnc1Cl
0,CCOC(=O)c1cccc(-n2c(C)cc(/C=N/O)c2C)c1
7,CC1Cc2cc(C(=O)O)ccc2N1S(=O)(=O)c1ccccc1 (stereo not given)
-13,O=C1c2ccc(Cl)cc2C(=O)N1c1cc(Cl)ccc1C(F)(F)F
9,CCc1n[nH]c2c1CN(C(=O)c1nc(-c3ccccc3)cs1)CC2
7,COc1cc(N)c(-c2ccc3cc(OC)c(OC)cc3n2)cc1OC
0,Cc1c(CN2CC[C@@H](N3CCC(O)CC3)[C@H](O)C2)[nH]c2ccc(F)cc12
4,Cc1cc(C)n2nc(SCC(=O)N/N=C/c3ccc(N(C)C)cc3)nc2n1
-13,O=C(NC1CCCC1)c1cc(Nc2cccc(C(F)(F)F)c2)nc2ccccc12
-9,C=CCn1c(SCc2cc(C(C)=O)ccc2OC)nnc1-c1cc2ccccc2o1
-8,CCOc1ccc(CC(=O)NCCc2c(C)[nH]c3ccc(OC(F)(F)F)cc23)cc1OCC
-15,CCOC(=O)C12CN(Cc3ccccc3)CC(C(=O)OCC)(C1=O)C(c1ccccn1)NC2c1ccccn1 (stereo not given)

Carrying on:
RBX1-CUL1 inh,compound
6,COC(=O)C(O)(CC(=O)Nc1ccc(C)c(Cl)c1)C(F)(F)F (stereo not given)
4,CCN1CCOC(=O)C1CC(=O)Nc1ccc(C)cc1 (stereo not given)
-1,CCOc1ccc2nc(SCC(=O)Nc3ccc(C)cc3C)sc2c1
-3,CCOC(=O)c1c(C)nc2cc(C(=O)O)nn2c1C
7,Cc1cccc(C)c1OCCNC(=O)c1ccccc1OCC(=O)N1CCc2ccccc21
4,CC(C)(C)C1=NOC(O)(C(F)(F)F)C1 (stereo not given)
5,Cc1cc(Oc2ccc(Cl)cc2Cl)nc(C#N)n1
9,O=C1CC(NCc2ccc(Cl)s2)CN1Cc1cccc(F)c1 (stereo not given)
